GRIN3A LBD mod = NR3A (human) ligand-binding domain modulation; NR3A LBD differential scanning fluorimetry, Tm shift; 0% = protein alone, 100% = glycine-bound protein; Tm shift relative to glycine control, % at 25 µM; 2.5% of 340,000 active;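 active means melting temperature shift of at least 10% of the positive control shift, at one fixed dose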
hIAP block = human IAP inhibition. 0.12% of 330,000 active. purified IAP, CDP-Star luminescence, 30 min. inhibition, % at 10 µM. P09923. AID 2544;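 active means inhibition reaching a set limit with compound at 10 µM in the primary screen, cut at about 35% in these data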;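 further: plate controls were DMSO wells with enzyme for no effect and no-enzyme buffer wells for full effect; values of inactives mirror those of a sister screen read the other way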
Target sequence (P09923 whole entry, looked up): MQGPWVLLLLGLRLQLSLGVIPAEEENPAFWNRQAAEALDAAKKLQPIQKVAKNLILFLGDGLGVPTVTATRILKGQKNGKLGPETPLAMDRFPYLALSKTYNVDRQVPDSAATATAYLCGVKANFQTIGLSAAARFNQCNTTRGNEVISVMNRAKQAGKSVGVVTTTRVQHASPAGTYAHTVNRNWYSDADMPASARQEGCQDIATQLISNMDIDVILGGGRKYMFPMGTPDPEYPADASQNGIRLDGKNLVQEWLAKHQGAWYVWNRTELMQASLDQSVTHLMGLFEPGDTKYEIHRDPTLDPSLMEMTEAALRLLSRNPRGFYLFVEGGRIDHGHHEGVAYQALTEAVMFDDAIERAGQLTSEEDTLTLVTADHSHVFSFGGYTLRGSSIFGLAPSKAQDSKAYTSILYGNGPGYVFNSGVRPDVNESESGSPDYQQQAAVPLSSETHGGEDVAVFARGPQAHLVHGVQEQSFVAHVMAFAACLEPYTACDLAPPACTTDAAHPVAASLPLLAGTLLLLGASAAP
APOBEC3A inh = blocks human APOBEC3A ssDNA deamination; AID 493011; recombinant A3A, FAM/TAMRA ssDNA deamination fluorescence; inhibition, % at 20 µM; 0.41% of 330,000 active;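 active means at least 40% inhibition at 20 µM here, with at most 30% in a related deaminase screen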;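 further: plate controls were A3A with DMSO for no effect and wells lacking A3A enzyme for full effect; some results filed as inactive read as strong as hits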
Target sequence (P31941 whole entry, looked up): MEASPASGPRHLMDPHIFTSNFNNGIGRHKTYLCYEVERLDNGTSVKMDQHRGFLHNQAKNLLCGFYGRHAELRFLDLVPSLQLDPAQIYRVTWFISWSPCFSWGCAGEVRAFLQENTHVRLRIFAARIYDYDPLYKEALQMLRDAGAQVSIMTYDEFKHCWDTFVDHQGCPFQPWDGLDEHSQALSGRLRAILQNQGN
MIN6 prolif = MIN6 beta-cell proliferation induction | MIN6 cells proliferation, ATPlite luminescence, 48 h; cells starved in 0.2% serum; 100% = growth in 10% serum | proliferation, % at 10 µM | 0.29% of 330,000 active | AID 2380;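 active means compounds whose signal lies at least 3.5 SD above the mean of all wells on their plate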;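 further: 0% = DMSO-treated cells in low-serum medium and 100% = 10% serum control; some compounds called inactive have numbers as strong as hits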
mIAP act = increases mouse intestinal alkaline phosphatase activity; muIAP, CDP-Star luminescence, 30 min; active compounds read high; 1 = vehicle-only enzyme signal, 0 = enzyme-free wells; activation factor at 10 µM; 0.24% of 330,000 active;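 active means activation factor of at least 2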; further: the source names both 10 and 20 µM as test concentration; values of inactives mirror those of a sister screen read the other way
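Assay system: mouse IAP enzyme / Compound: DMSO-dissolved test compounds / Timing: 30 min, room temperature / Measured by: luminescence from enzymatic CDP-Star hydrolysis / Control set: DMSO-only wells, enzyme-free buffer wells as negative control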
A3G deaminase = inhibitors of human APOBEC3G DNA deaminase; Q9HC16; recombinant A3G, ssDNA deamination FAM/TAMRA fluorescence; inhibition, % at 20 µM; 0.28% of 330,000 active;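 active means inhibition of at least 40% at 20 µM, with no more than 30% in the related APOBEC3A deaminase screen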;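 further: plate controls were DMSO wells with A3G for no effect and wells lacking A3G enzyme for full effect; some compounds called inactive have numbers as strong as hits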
Target sequence (Q9HC16 whole entry, looked up): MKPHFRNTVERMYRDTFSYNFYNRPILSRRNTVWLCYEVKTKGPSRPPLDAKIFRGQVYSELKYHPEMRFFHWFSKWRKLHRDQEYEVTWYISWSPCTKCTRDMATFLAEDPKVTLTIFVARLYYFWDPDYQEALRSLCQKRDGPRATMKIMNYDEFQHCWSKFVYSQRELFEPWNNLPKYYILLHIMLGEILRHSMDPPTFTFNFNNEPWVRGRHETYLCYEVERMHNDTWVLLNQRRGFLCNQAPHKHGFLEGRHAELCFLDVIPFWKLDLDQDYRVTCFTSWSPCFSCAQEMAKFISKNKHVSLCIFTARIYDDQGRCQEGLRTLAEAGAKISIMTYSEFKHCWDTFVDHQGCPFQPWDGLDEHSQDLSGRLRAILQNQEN
hIAP activ = increases human intestinal alkaline phosphatase activity | purified human IAP, CDP-Star luminescence, 30 min; active compounds read high; 1 = vehicle-only enzyme, 0 = enzyme-free background | activation factor at 10 µM | 0.16% of 330,000 active;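 active means activation factor of the enzyme at least 2-fold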; further: the source names both 10 and 20 µM as test concentration; values of inactives mirror those of a sister screen read the other way
MPTP inh = inhibitors of mitochondrial permeability transition pore; AID 602449; inhibition, % at 10 µM; 1.4% of 360,000 active; isolated mouse mitochondria, Ca2+ swelling absorbance, 30 min;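 active means inhibition of 50% or more, scaled per plate between neutral and stimulator controls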;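 further: 0% = DMSO wells given calcium and 100% = 1 mM EGTA wells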
mIAP block = mouse IAP inhibition; purified mouse IAP, CDP-Star luminescence, 30 min; inhibition, % at 10 µM; 0.2% of 330,000 active; AID 2806;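 active means inhibition of at least 40% at 10 µM in the primary screen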;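 further: plate controls were DMSO with enzyme for no effect and no enzyme wells for full effect; values of inactives mirror those of a sister screen read the other way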
* hit, by the source's call; . = no result given.

SMILES	GRIN3A LBD mod	hIAP block	APOBEC3A inh	MIN6 prolif	mIAP act	A3G deaminase	hIAP activ	MPTP inh	mIAP block
Cc1ccc(S(=O)(=O)Nc2ccccc2C(=O)Nc2sccc2C(=O)NN(C)C)cc1	-14	0	-5	8	0.94	-4	1	-0.1	6
O=C(NC(=S)Nc1ccccc1N1CCN(C(=O)c2ccccc2)CC1)c1ccccc1F	0	15	-4	-7	0.87	-6	0.85	0.0	13
O=C(O)CCN1CC2([N+](=O)[O-])CC=C(OCCO)C([N+](=O)[O-])(C1)C2 (stereo unspecified)	0	2	0	-1	0.91	4	0.98	1.0	9
COCCNC(=O)c1ccc(N2CC3CC(C2)c2cccc(=O)n2C3)c(NC(=O)c2cc(OC)cc(OC)c2)c1 (stereo unspecified)	-1	-16	-3	-1	1	-1	1.2	3.1	-1
O=C(O)C(Cc1ccccc1)N1C(=O)c2cccc3cccc(c23)C1=O (stereo unspecified)	-1	3	-5	-1	1	-5	0.97	2.1	-1
Cc1ccc(S(=O)(=O)NCC(C)n2nc(C)cc2C)cc1 (stereo unspecified)	-1	-4	2	0	1	-8	1	-1.1	-4
O=c1c(Cc2ccccc2)c(O)ccn1Cc1ccc2c(c1)OCO2	-1	2	-4	-2	1	-2	0.98	0.5	0
C=CCOC(=O)C1=C(C)NC(=O)NC1c1ccc(N(C)C)cc1 (stereo unspecified)	-1	-5	-5	1	0.97	-4	1.1	-1.4	3
Cc1[nH]c2ccc(C(=O)NC3CCCC3)cc2c1C	2	-7	0	2	0.99	-6	1.1	-0.7	1
C=CCn1c(NCCO)nc2sc3c(c2c1=O)CCC3	-1	11	-4	2	0.97	-4	0.89	-3.0	3
CCOC(=O)C1CCN(S(=O)(=O)c2ccc(CN3C(=O)c4cccnc4C3=O)cc2)CC1	0	-28	-2	0	1.1	-2	1.3	-1.5	-11
C=CCn1c(SCC(=O)O)nnc1-c1ccc(C(C)(C)C)cc1	5	14	-2	0	0.98	9	0.86	1.0	2
COc1ccc(OC)c(S(=O)(=O)NC(C)c2ccc(-n3ccnc3)cc2)c1 (stereo unspecified)	3	-2	-5	-3	0.93	-10	1	2.4	7
CN(C)c1cccc(C(=O)OCC(=O)NC2CCCC2)c1	3	-29	-2	-2	1.1	-6	1.3	0.8	-10
Cc1ccc2[nH]cc(S(=O)(=O)c3ccc(C(C)C)cc3)c(=O)c2c1	-2	-13	-1	-2	1.1	-4	1.1	2.4	-10
COc1ccccc1S(=O)(=O)NCc1ccc(C(=O)NC(C)c2ccccn2)cc1 (stereo unspecified)	3	-4	1	-3	0.83	-4	1	0.2	17
O=C(O)c1ccc(CSc2ccccn2)cc1	3	6	4	-1	1	-1	0.94	-0.9	-1
O=C(CN1C(=O)CC(c2ccccc2)=Nc2ccccc21)NC1CCCCC1	300*	11	2	0	0.98	1	0.89	-0.4	2
Cc1cccc(NS(=O)(=O)c2ccc(C(=O)NCCCN3CCCC3=O)cc2)c1C	-1	-19	0	-2	1.1	-14	1.2	-0.6	-5
CCNc1nc(NCC)nc(SCCOc2ccc(C)cc2)n1	-31	0	-4	-3	1.1	-8	1	4.6	-14
Cc1ccccc1CN1CCC(C(=O)Nc2ccc(Oc3cccnc3)cc2)CC1	-2	-38	-3	-3	1.4	-6	1.4	0.0	-40
CCOC(=O)Cn1nnc(-c2ccc(OCC(C)C)cc2)n1	1	11	-3	-2	0.91	-4	0.89	0.4	9
COc1cc(CC(=O)NCCc2ccc(S(N)(=O)=O)cc2)cc(OC)c1OC	2	9	0	-2	1	-1	0.91	-0.1	-3
O=C(CCCCCNc1nc(=S)[nH]c2ccccc12)NCc1ccccc1Cl	.	0	0	-1	0.95	-3	1	.	5
Cc1cccc(NC(=O)CSc2nc(C3CC3)nc3ccccc23)c1	-3	-1	0	4	1	-6	1	0.1	-4
O=[N+]([O-])c1ccc(P(=O)(Cc2ccccc2)c2ccccc2O)cc1 (stereo unspecified)	-2	1	-1	-1	0.91	-6	0.99	1.6	9
Cc1ccc(Nc2c(-c3ccccc3O)nc3cnccn23)cc1	-5	-21	0	-4	0.94	-1	1.2	1.4	6
CC(=O)c1ccc(NC(=O)C2C3CCC(C3)C2C(=O)O)cc1 (stereo unspecified)	-1	-1	-5	-3	1.1	-8	1	-2.2	-6
COc1ccc(NC(=O)c2ccc3c(SCC(=O)O)c4c(nc3c2)CCCC4)c(OC)c1	-3	0	3	-1	0.85	0	1	-1.7	15
CCCOc1ccc(C(=O)Nc2nc(C)c(Cc3ccc4c(c3)OCO4)s2)cc1	-2	3	-1	-4	0.89	-5	0.97	-3.3	11
O=C(Cc1c(F)cccc1Cl)OCC(=O)N1CCc2ccccc21	3	32	-2	2	0.94	-5	0.68	-2.3	6
O=C(COC(=O)Cc1ccsc1)Nc1ccccc1Cl	2	-2	-2	-1	0.94	-2	1	-0.8	6
Cc1ccc(NC(=O)CN(C)C(=O)CSc2nccn2C)cc1	3	-15	-3	-1	1	-7	1.2	-0.2	-4
C=CC[N+](C)(C)C/C(Cl)=C(\Cl)c1ccccc1	0	5	-4	-2	0.96	-6	0.95	-2.4	4
O=C(NCC1CCCO1)C1CCC(=O)N1Cc1ccc(F)cc1 (stereo unspecified)	0	0	-5	-2	1	-7	0.99	-1.5	-4
COc1ccc(Cn2nnnc2C(c2cccs2)N2CCOCC2)cc1 (stereo unspecified)	1	-6	1	0	0.91	-2	1.1	1.1	9
C=C(C)CNC(=S)NNC(=O)c1cc(C)oc1C	-1	-21	1	-1	1	1	1.2	-1.5	-2
COC(=O)c1c(C(=O)OC)c(-c2ccc(C)cc2)n2c1CCC2	1	-11	-8	2	1	-6	1.1	-1.3	-1
O=C(CNC(=S)N(Cc1ccccc1)Cc1ccccc1F)NCc1ccccc1	-11	-19	2	-4	1.6	1	1.2	0.0	-64
COc1ccc(COC(=O)c2cc(S(=O)(=O)N3CCCCC3)ccc2N2CCOCC2)cc1	-2	2	0	-2	0.99	-1	0.97	-0.9	1
COc1ccc2oc(=N)c(C(=O)Nc3ccc(Br)cc3)cc2c1	-3	-7	-6	-1	0.84	-5	1.1	1.2	16
Nc1cccc(CCc2nc3ccccc3[nH]2)c1	0	-21	-8	0	0.91	-10	1.2	-1.3	9
Cc1ccc(C)c(NC(=O)CCN2CCC(C)CC2)c1	-4	-3	-6	-3	1.1	-7	1	2.7	-6
COc1ccc2c(c1)CCc1c(C(=O)NCCc3ccc(OC)c(OC)c3)noc1-2	1	0	0	-2	0.77	-6	1	0.2	23
CC(C)c1ccc(N(CC(=O)N/N=C/c2ccc(OC3CSC3)cc2)S(=O)(=O)c2ccccc2)cc1	-3	1	1	0	0.88	1	0.99	6.1	12
O=C(CNc1ccccc1F)Nc1cc(S(=O)(=O)N2CCCCC2)ccc1Cl	-7	-4	1	-2	0.96	0	1	2.1	4
O=C1CCC/C=C/C[C@@H](CC(=O)N(CCO)Cc2ccccc2)C(=O)NC[C@@H](c2ccccc2)O1	0	7	-1	0	0.96	-8	0.93	0.0	4
CCc1c(-c2ccccc2)[n+](=O)c2c(n1[O-])CCC2	-1	18	-5	-1	1.1	-3	0.82	1.6	-14
COc1ccc(C(CC(=O)O)NC(=O)c2ccco2)cc1 (stereo unspecified)	0	8	0	1	1	-2	0.92	0.7	0
COc1ccc(NC(=O)C2CCC(CNS(=O)(=O)c3csc(C(N)=O)c3)CC2)cc1OC (stereo unspecified)	-1	-35	-5	-1	1.1	-4	1.3	0.5	-6
O=C(NCc1ccc2c(c1)OCO2)C1CCC(=O)N1C1CCCCC1 (stereo unspecified)	1	0	4	-3	1.1	-2	1	1.2	-6
COc1ccc(S(N)(=O)=O)cc1C(=O)OCC(=O)N1c2ccccc2NC(=O)C1(C)C	6	-3	9	-1	0.9	-1	1	0.5	10
Cc1cccc(C)c1OCC(=O)N/N=C/c1cccn1C	2	-7	-2	1	0.88	-2	1.1	2.2	12
Cc1ccc(C)c(NC(=O)C2CCCN(S(=O)(=O)c3cccnc3)C2)c1 (stereo unspecified)	0	-19	2	-1	1.1	-2	1.2	-0.4	-7
CCOC(=O)C1(Cc2cccc(F)c2)CCN(C(=O)c2cscn2)CC1	-2	7	0	-2	0.92	-4	0.93	0.0	8
CN(C)/C(CN1CCCCC1)=C1\N=C(c2ccccc2)OC1=O	0	4	-1	-2	0.85	-6	0.96	0.0	15
Cc1ccc(-c2nn3c(C)nnc3c3ccccc23)cc1S(=O)(=O)N(C)CCO	-1	-6	-3	1	1.1	-7	1.1	-2.8	-6
O=C(CSc1ccc(Cl)cc1)N/N=C/c1ccc([N+](=O)[O-])o1	-2	-22	3	-7	0.75	4	1.2	1.0	25
Cc1ccc(C(=O)NNS(=O)(=O)c2ccccc2[N+](=O)[O-])cc1	-2	-7	-3	1	0.94	-6	1.1	-2.2	6
COC(=O)C1=C(NC(=O)COc2ccc3ccccc3c2)CCS1	-2	12	-3	2	0.93	-7	0.88	0.3	7

(cont.)
SMILES	GRIN3A LBD mod	hIAP block	APOBEC3A inh	MIN6 prolif	mIAP act	A3G deaminase	hIAP activ	MPTP inh	mIAP block
COCCn1c(SCc2ccc(C(=O)OC)o2)nc2cc(Cl)ccc2c1=O	0	12	-2	-4	1	-3	0.88	2.0	-5
Cc1ccc(/C=C/S(=O)(=O)NCC(=O)O)cc1	1	4	0	-3	0.88	-4	0.96	-2.4	12
COc1cc(/C=C(\C#N)c2nc3ccccc3o2)ccc1O	15*	20	-48	-5	0.8	-41	0.8	14	20
Cc1ccc(N2C(=O)C3C4C=CC(CNC(=S)Nc5ccc(Cl)cc5)(O4)C3C2=O)cc1 (stereo unspecified)	12*	-4	5	-4	1.4	21	1	2.9	-39
COc1cc2c(cc1OC)CN(S(=O)(=O)c1cccc(F)c1)CC2	1	-20	4	0	1.1	2	1.2	-0.7	-8
COc1cccc(C2/C(=C(\O)c3ccc4c(c3)OCCO4)C(=O)C(=O)N2CC2CCCO2)c1 (stereo unspecified)	-1	-13	-4	-2	0.94	-7	1.1	0.4	6
C=CCn1cc(C(=O)NCc2ccc(Cl)cc2)c(=O)c2cc(S(=O)(=O)N(CC)CC)ccc21	-6	-1	-2	-4	0.96	-8	1	0.6	4
Cc1ccc(S(=O)(=O)N2CCC(=O)N(CCOC(=O)Nc3cc(C)cc(C)c3)CC2)cc1	1	3	-4	5	1.3	-7	0.97	1.1	-28
Cc1ccc(OCCNC(=O)CNC(=O)c2ccc(Cl)c([N+](=O)[O-])c2)cc1	-3	-8	-4	-6	1	-5	1.1	2.0	-4
COc1ccc(S(=O)(=O)Nc2nc3ccccc3s2)cc1OC	-11	14	-3	0	0.95	-4	0.86	0.0	5
CC(C)OCCCNc1ncnc2c1nc1n2CCCC1	-1	5	3	2	1	-4	0.95	-1.9	-1
COc1cc(/C=C/C(=O)O)ccc1OS(=O)(=O)c1cc(Br)ccc1C	3	-3	-4	-1	0.98	-5	1	-1.1	2
CC12C(=O)N(Cc3ccccc3)C(=O)C1C1C=CC2C1 (stereo unspecified)	0	6	-2	-1	0.93	-2	0.94	-1.2	7
CC(C)(C)OC(=O)NCCCCCO	-2	-5	3	2	1	-6	1.1	-1.6	-4

Complete entries, quoted from the list.
`C=CCn1cc(C(=O)NCc2ccc(Cl)cc2)c(=O)c2cc(S(=O)(=O)N(CC)CC)ccc21` in the list: GRIN3A LBD mod = -6; hIAP block = -1; APOBEC3A inh = -2; MIN6 prolif = -4; mIAP act = 0.96; A3G deaminase = -8; hIAP activ = 1; MPTP inh = 0.6; mIAP block = 4
`COc1cccc(C2/C(=C(\O)c3ccc4c(c3)OCCO4)C(=O)C(=O)N2CC2CCCO2)c1` (stereo unspecified) in the list: GRIN3A LBD mod = -1; hIAP block = -13; APOBEC3A inh = -4; MIN6 prolif = -2; mIAP act = 0.94; A3G deaminase = -7; hIAP activ = 1.1; MPTP inh = 0.4; mIAP block = 6

Compound activity: PubChem, Sanford-Burnham Center for Chemical Genomics
